Compound activity deposited in PubChem by several laboratories.
AGP1 TOR yeast: modulators of TOR pathway AGP1-GFP in S. cerevisiae | S. cerevisiae AGP1-GFP multiplex flow cytometry, 3 h; GFP as percent of DMSO wells | GFP response vs DMSO, % at 10 µM | 320,000 tested, 0.02% active | AID 2066;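 active = GFP response relative to DMSO above a set limit, near screen average plus 3 SD, cut at about 150% in these data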;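 also: median GFP channel fluorescence of the gated AGP1 strain per well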
GLD-1 TGE inh: GLD-1-TGE RNA interaction inhibition (C. elegans); inhibition, % at 5.96 µM; purified GLD-1 + fluorescein TGE RNA, fluorescence polarization; AID 2280; Q17339; 320,000 tested, 0.44% active;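 active = percent inhibition above a per-plate cutoff, the plate mean of test compounds plus 3 SD, cut at about 30% in these data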;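 also: 0% = DMSO wells with GLD-1 and probe and 100% = wells lacking GLD-1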
MEX-5 binding: C. elegans MEX-5 TCR-2 RNA binding activity | MEX-5/FITC-TCR2 RNA binding, fluorescence polarization; active compounds read low | AID 1832 | Q9XUB2 | activity score (negative = inhibition of binding), % at 10 µM | 300,000 tested, 0.38% active;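 active = inhibition past about -25% in most replicates, and total fluorescence under double the plate's negative control median, limit read from the data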;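 also: 0% = DMSO and -100% = 5 µM competing unlabeled TCR2 RNA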
Bcl-xL primary: blocks human Bcl-xL binding to Bim BH3 peptide. Q07817. 320,000 tested, 0.7% active. inhibition, % at 10.9 µM. GST-Bcl-xL / FITC-Bim BH3 peptide fluorescence polarization. AID 2129;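 active = inhibition above the mean of all tested compounds plus 3 SD, cutoff set per campaign, cut at about 30% in these data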;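 also: 0% = DMSO wells and 100% = unlabeled Bim-BH3 peptide competitor; inhibitors lower millipolarization by displacing the labeled peptide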
Target sequence (Q07817 whole entry, looked up): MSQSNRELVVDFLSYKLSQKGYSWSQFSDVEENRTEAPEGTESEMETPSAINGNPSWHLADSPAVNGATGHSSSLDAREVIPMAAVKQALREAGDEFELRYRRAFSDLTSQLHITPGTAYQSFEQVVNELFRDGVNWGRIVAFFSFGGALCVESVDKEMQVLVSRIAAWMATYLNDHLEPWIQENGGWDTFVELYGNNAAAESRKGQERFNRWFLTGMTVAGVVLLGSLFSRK
GRK2 inh: human GRK2 inhibition via aptamer displacement. bead flow cytometry, FAM-aptamer displacement from GRK2. inhibition of aptamer binding, % at 10 µM. 330,000 tested, 0.59% active;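 active = inhibition of aptamer binding above 40%, roughly 3 SD of noise, on plates passing a quality check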;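 also: median bead fluorescence of bound FAM aptamer so fluorescent compounds give negative values; no value below 0 was filed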
Target sequence (P25098 whole entry, looked up): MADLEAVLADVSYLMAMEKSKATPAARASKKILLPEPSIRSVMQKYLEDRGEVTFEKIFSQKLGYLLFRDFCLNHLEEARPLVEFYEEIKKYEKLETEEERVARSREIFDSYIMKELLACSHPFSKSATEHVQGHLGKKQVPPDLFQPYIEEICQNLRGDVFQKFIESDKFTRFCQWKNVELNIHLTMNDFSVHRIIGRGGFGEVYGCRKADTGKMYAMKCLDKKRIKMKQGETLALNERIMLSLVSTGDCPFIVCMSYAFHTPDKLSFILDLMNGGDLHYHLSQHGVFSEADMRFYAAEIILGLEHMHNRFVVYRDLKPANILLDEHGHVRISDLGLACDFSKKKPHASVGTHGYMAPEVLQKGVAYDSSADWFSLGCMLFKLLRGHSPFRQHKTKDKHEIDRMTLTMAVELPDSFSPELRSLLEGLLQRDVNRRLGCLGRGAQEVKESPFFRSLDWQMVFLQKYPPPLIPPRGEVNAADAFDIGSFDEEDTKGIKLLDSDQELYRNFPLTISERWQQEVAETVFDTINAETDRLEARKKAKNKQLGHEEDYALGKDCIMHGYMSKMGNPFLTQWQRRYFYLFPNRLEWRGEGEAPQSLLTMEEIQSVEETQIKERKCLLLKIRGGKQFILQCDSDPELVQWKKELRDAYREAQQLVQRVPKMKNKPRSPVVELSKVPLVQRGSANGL
Yeast superoxide: lowers age-related superoxide in aged yeast cells; 330,000 tested, 0.18% active; S. cerevisiae aged cells, superoxide DHE fluorescence; active compounds read low; superoxide response (% of plate mean), % at 10 µM; AID 2690;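 active = superoxide response under a set limit, about three screen SD below normal, cut at about 65% in these data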;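 also: yeast aged for seven days with compound at 30 °C before DHE staining; 100% = average MFI of all compound-treated wells on the plate with controls excluded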
CIT2 TOR yeast: alters CIT2-GFP fluorescence in TOR pathway yeast screen | S. cerevisiae CIT2-GFP strain, flow cytometry, 3 h; 100 means same as DMSO wells | GFP response vs DMSO, % at 10 µM | 320,000 tested, 0.065% active | AID 2029;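 active = GFP response relative to DMSO above a set limit, near the screen mean plus 3 SD, cut at about 150% in these data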;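 also: ratio of well median GFP fluorescence to mean of DMSO wells on the plate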
MCL1 BIM primary: inhibitors of human MCL1 binding to BIM-BH3 peptide; Q07820; GST-MCL1 / FITC-Bim-BH3 fluorescence polarization; inhibition, % at 10.9 µM; 320,000 tested, 0.68% active; AID 2057;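 active = inhibition above the mean inhibition of all tested compounds plus 3 SD, set per campaign, cut at about 40% in these data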;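 also: 0% = DMSO wells and 100% = unlabeled Bim-BH3 peptide control; higher means more loss of mP so more displacement of Bim peptide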
VLA-4 inh: inhibition in a human VLA-4 binding assay; P13612; inhibition, % (about 7 µM as worked out from the volumes in the protocol); 330,000 tested, 0.2% active; VLA-4 expressing cells, ligand binding flow cytometry; in the data active = inhibition above about 50%
An asterisk follows results filed as active; . = no result given.

SMILES	AGP1 TOR yeast	GLD-1 TGE inh	MEX-5 binding	Bcl-xL primary	GRK2 inh	Yeast superoxide	CIT2 TOR yeast	MCL1 BIM primary	VLA-4 inh
Nn1c(SCC(=O)N2CCN(S(=O)(=O)c3ccc(Cl)cc3)CC2)nnc1-c1cccs1	94	6	2.8	-5	3	110	95	-1	-5
CC(C)(C)SCCNC(=O)CSc1ccccc1	109	-3	0.0	-3	0	94	97	0	19
CSc1ccc(Cl)c(C(=O)OCC(=O)N2CCN(C(=O)c3ccco3)CC2)c1	97	5	.	5	5	115	96	7	5
CCOC(=O)C1=CN(C)C=C(C(=O)OCC)C1c1ccsc1	106	3	-2.5	1	1	93	102	0	-1
COc1ccc(S(=O)(=O)Cc2ccc(C(=O)N3CCN(c4ccccc4)CC3)o2)cc1	97	-2	1.8	2	0	112	91	0	34
CCOC(=O)c1cccc(NC(=O)C2CCCN(S(=O)(=O)c3c(C)nn(C)c3C)C2)c1 (centres undefined)	102	-3	.	5	0	89	107	4	3
COc1ccc(C/C(N)=N/OC(=O)Cc2ccc(OC)c(OC)c2)cc1	96	-1	-0.5	4	0	89	.	-5	3
COCc1ccc(C(=O)NC2CCCc3c2cnn3-c2ccc(C)c(C)c2)o1 (centres undefined)	103	5	2.5	4	0	105	98	5	0
O=[N+]([O-])c1ccccc1/C=N\Nc1nccs1	97	-1	-4.4	10	0	101	99	6	1
CCCCCn1cnc2c(sc3nc4c(cc32)CSC(C)(C)C4)c1=O	101	2	-1.5	5	4	89	94	11	12
Cc1nnc(Nc2ccccc2F)s1	108	4	3.3	4	0	105	94	5	-13
Cc1nnc(SCC(=O)Nc2cc(-c3cc(C)c(C)cc3C)nn2-c2ccccc2)s1	101	5	-2.7	0	3	108	107	-2	8
Cc1ccc(C)c(-c2nnc(NC(=O)Cc3ccc(F)cc3)o2)c1	102	7	0.0	2	3	108	104	-2	-20
CN1C(=O)c2ccc(NC(=O)c3c(F)c(F)c(F)c(F)c3F)cc2C1=O	99	-1	-0.8	0	6	108	96	-4	11
CCOCCn1c(SCCCc2ccccc2)nc2c1c(=O)[nH]c(=O)n2C	97	-7	-0.9	-2	0	101	96	-5	-5
O=C(NC1CCCCCC1)c1ccco1	97	10	1.4	-1	0	97	104	3	4
COC(=O)c1sccc1NC(=O)Cc1ccc(OC)cc1	96	6	2.8	4	0	101	89	5	2
C/C(=N\N=C\c1ccccc1F)c1nnn(-c2nonc2N)c1C	95	1	-4.0	2	0	97	99	6	2
O=C(COC(=O)C1CCN(C(=O)Nc2ccccc2)CC1)NCC(F)(F)F	101	-1	0.8	-6	1	99	98	-4	14
C[C@H]1CN([C@@H](C)CO)C(=O)c2cc(NC(=O)C3CCCCC3)ccc2O[C@H]1CN(C)Cc1ccc(-c2ccccc2)cc1	.	-1	.	.	0	84	.	.	7
CC1(C)CC(C2N3CC4(C)CN2CC(C)(C3)C4=O)CCO1 (centres undefined)	107	2	0.3	-1	1	112	108	-3	7
O=C(Nc1nc2ccccc2[nH]1)c1cc2ccccc2o1	92	4	-1.0	-1	0	120	97	5	-17
O=C(O)Cc1ccc(N=Cc2c(O)ccc3ccccc23)cc1	94	-43	3.3	-8	1	95	94	-9	14
CSc1ccccc1C(=O)Nc1cc(C)cc(C)c1	108	-3	1.5	2	2	86	103	4	3
CN(C(=O)CSc1nnc(Cc2cccc3ccccc23)n1N)C1CCS(=O)(=O)C1 (centres undefined)	96	7	.	-11	0	81	100	-11	-4

A different layout for 3 compounds above.
Order of results: AGP1 TOR yeast, GLD-1 TGE inh, MEX-5 binding, Bcl-xL primary, GRK2 inh, Yeast superoxide, CIT2 TOR yeast, MCL1 BIM primary, VLA-4 inh
> C[C@H]1CN([C@@H](C)CO)C(=O)c2cc(NC(=O)C3CCCCC3)ccc2O[C@H]1CN(C)Cc1ccc(-c2ccccc2)cc1
    ., -1, ., ., 0, 84, ., ., 7
> CC1(C)CC(C2N3CC4(C)CN2CC(C)(C3)C4=O)CCO1 (centres undefined)
    107, 2, 0.3, -1, 1, 112, 108, -3, 7
> O=C(Nc1nc2ccccc2[nH]1)c1cc2ccccc2o1
    92, 4, -1.0, -1, 0, 120, 97, 5, -17

(continued)
SMILES	AGP1 TOR yeast	GLD-1 TGE inh	MEX-5 binding	Bcl-xL primary	GRK2 inh	Yeast superoxide	CIT2 TOR yeast	MCL1 BIM primary	VLA-4 inh
COC(=O)C1=C(C)Nc2nnnn2C1c1ccc(Cl)cc1Cl (centres undefined)	95	-5	0.6	4	8	111	93	0	-5
COc1ccc(OC)c(-c2csc(NC(=O)COC(=O)C3CC3)n2)c1	102	3	.	-2	0	105	92	-2	-2
COc1ccc(CNc2nc(-c3ccccc3)nc3ccccc23)cc1OC	106	5	2.4	2	5	105	107	5	21
Cc1ccccc1NC(=O)C1C2CC/C=C\CCC21 (centres undefined)	90	2	-0.1	7	5	103	103	16	11
CCCCN(C(=O)Cc1cccs1)c1nnc(-c2cccnc2)s1	86	0	.	12	3	92	76	16	-16
Nc1nonc1-c1nc2ccccc2n1CC(=O)N1CCN(c2ccc(F)cc2)CC1	102	-7	1.3	6	0	124	105	0	-8
O=C(Cn1cnc2ccccc21)N/N=C/c1ccco1	96	6	2.4	1	1	112	88	8	-3
COc1ccc(/C(N)=N/OC(=O)Cc2ccc(OC)c(OC)c2)cc1	99	2	1.0	0	14	91	97	4	1
CCCCn1c(-c2nn(C)c(C)c2Cl)n[nH]c1=S	102	-3	-1.2	-15	0	101	99	-15	-4
O=C1NC(=O)/C(=C/c2ccccc2Cl)N1	98	4	1.3	5	1	104	103	9	11
CC1CCCCC1NC(=O)C1CCC(CNS(=O)(=O)c2cccc3cccnc23)CC1 (centres undefined)	104	-4	-4.8	4	1	90	100	-1	11
Cc1nn(-c2ccccc2)c(C)c1NC(=O)COC(=O)c1cc(Cl)ccc1O	113	2	0.5	-3	1	103	109	-5	-9
Cc1csc2c(=O)n(CCO)c(=O)[nH]c12	106	1	0.8	4	0	94	96	2	-3
O=C(c1cccc(N2CCCC2=O)c1)N1CCN(c2cccc(Cl)c2)CC1	109	2	1.3	1	1	98	103	9	-1
CCC(OC(=O)CN1C(=O)c2ccccc2C1=O)C(=O)NC1CCCC1 (centres undefined)	101	-2	1.7	4	0	92	105	3	-5
COc1ccc2c(c1)c(N=O)c(O)n2C	99	5	0.4	4	3	94	92	7	-5
O=C1CCCN1CCCNS(=O)(=O)c1ccccc1	103	0	0.0	-1	0	91	109	6	-3
COCCN(C(=O)c1snc(C(N)=O)c1N)C(C(=O)NC1CCCCC1)c1ccc(F)cc1 (centres undefined)	100	5	-0.2	1	3	110	98	-2	-2
CCCCCc1c(C)[nH]c2nc3ccccc3n2c1=O	96	-1	2.9	3	0	115	105	2	10
CC(C)(C)NC(=O)NC12CC3CC(CC(C3)C1)C2	102	0	-1.7	5	0	86	91	-5	18
O=C(COC(=O)c1ccc2c(c1)C(=O)N(Cc1ccco1)C2=O)NCC(F)(F)F	93	-1	3.2	0	3	98	102	-5	1
CC1(C)Cc2c(sc3ncn4nc(-c5ccco5)nc4c23)CO1	73	1	1.4	3	3	110	112	5	-6
O=C(NCCS(=O)(=O)N1CCN(c2ccccc2F)CC1)c1ccc(Br)cc1	102	5	-1.2	11	1	88	106	8	21
CN1CCN(C(=O)c2cnn(-c3ccccc3)c2NC(=O)c2ccc(Br)cc2)CC1	93	-2	1.3	2	5	102	100	8	-1
C[C@@H]1CN([C@H](C)CO)C(=O)c2cc(NS(=O)(=O)c3ccc(F)cc3)ccc2O[C@@H]1CN(C)Cc1ccc(Cl)c(Cl)c1	104	1	.	.	0	108	92	.	1
Later entries
SMILES	AGP1 TOR yeast	GLD-1 TGE inh	MEX-5 binding	Bcl-xL primary	GRK2 inh	Yeast superoxide	CIT2 TOR yeast	MCL1 BIM primary	VLA-4 inh
O=C(Cn1c(C(=O)O)cc2ccccc21)c1ccccc1	99	4	1.4	0	2	108	102	6	13
OCCN1CCN(c2nc(-c3ccccc3)nc3c2oc2ccccc23)CC1	87	1	2.6	8	0	102	84	4	2
O=C(CCC(=O)Nc1ccc(Br)cc1)N/N=C/c1cc([N+](=O)[O-])ccc1O	102	-3	-0.1	1	0	105	101	9	10
COCCCN(C(=O)c1cc2c(s1)CCCCC2)c1c(N)n(Cc2ccccc2)c(=O)[nH]c1=O	109	4	1.3	4	1	109	95	-3	8
O=C(Nc1cccc(S(=O)(=O)N2CCCCCC2)c1)c1cncc(Br)c1	100	1	.	.	1	103	102	.	3
CC(c1ccco1)N(C(=O)c1ccc(S(=O)(=O)N2CCCCC2)cc1)c1ccccn1 (centres undefined)	101	-3	1.6	6	3	109	102	2	-5
CNC(=O)c1sc(SC)cc1-c1ccc(Cl)cc1	102	3	.	3	1	89	96	-4	3
CN(CC(=O)NNC(=O)c1cccnc1)S(=O)(=O)c1cc(Cl)ccc1Cl	103	4	1.3	0	1	102	97	-2	11
Cc1ccc(C2(C(F)(F)F)NC(=O)N3CCCN=C3S2)cc1 (centres undefined)	112	2	-0.8	3	0	78	109	4	6
CCC1CCCN1Cn1cnc2c([nH]c3ccccc32)c1=O (centres undefined)	102	2	-0.5	2	0	88	107	1	4
COc1ccc2c(c1)c(C(C)=O)c(C)n2-c1ccccc1	78	8	-2.0	4	2	93	74	0	17
O=C(CN1CCN(Cc2ccccc2Cl)CC1)N/N=C/c1ccccn1	97	10	0.9	0	2	105	94	0	-3
O=C(CSC(=S)N1CCCC1)N(Cc1nnc(-c2ccccc2Cl)o1)C1CC1	99	-1	.	0	3	70	94	-4	-4
O=C1C2C3CCC(CC3)C2C(=O)N1c1ccccc1 (centres undefined)	96	-1	-0.4	2	3	103	98	-3	10
CCOc1ccc(NC(=O)c2ccco2)cc1	114	1	-3.1	2	0	117	108	6	3
C[C@@H](C(=O)NCCCCCC(=O)O)n1nnc2ccccc2c1=O	89	8	-1.9	6	3	95	103	-2	5
CN1CCN(c2nc(-c3cccs3)cc(C(F)(F)F)n2)CC1	104	5	2.0	9	0	103	101	10	9
COC(=O)c1ccccc1NC(=O)CSc1nc(-c2ccco2)cc(C(F)(F)F)n1	99	2	.	1	4	107	94	0	-54
CC(C)NC(=O)NC(=O)COC(=O)c1c2c(nc3ccccc13)CCC2	98	18	1.4	12	1	105	101	10	-19
Cc1nc2scc(-c3cccs3)c2c(=O)n1N	108	0	1.0	9	4	87	107	8	-4
COc1ccc(/C=C(/NC(=O)c2ccco2)C(=O)NCc2ccco2)cc1OC	95	-2	1.3	-12	6	106	115	3	5
COc1cccc(C2Nc3c(F)cc(Br)cc3C3C=CCC32)c1OC (centres undefined)	94	3	4.0	3	0	108	91	4	-6
O=C(NCc1ccc2c(c1)OCO2)C1CC(=O)N(CCc2ccc(F)cc2)C1 (centres undefined)	102	-3	2.3	5	0	122	96	1	-1
C[C@@H]1CN(Cc2nc(-c3cnccn3)no2)C[C@H](C)O1	95	10	-0.6	3	1	103	93	-1	2
Cc1csc(=O)n1CC(=O)OCC(=O)NCc1ccc(Cl)cc1Cl	110	4	-0.9	1	2	115	103	-8	-9
NS(=O)(=O)c1cccc(NC(=O)COC(=O)Cc2ccc(S(=O)(=O)N3CCCCC3)s2)c1	92	-5	-13	5	0	85	100	-3	2
CC(C)Cn1c(=O)c2sccc2n2c(CCCC(=O)N3CCC(N4CCCCC4)CC3)nnc12	98	1	1.7	5	2	95	104	-1	7
COc1ccc(C(=O)Nc2ccc(NC(=O)C3CC3)nc2)cc1	101	4	0.0	4	0	102	106	-1	2
CCOC(=O)Cn1c(=O)c2c(nc(N3CCCCC3)n2C)n(C)c1=O	100	6	1.3	8	0	92	114	0	-12
CNC(=O)C(Sc1ccccc1)c1ccccc1 (centres undefined)	105	0	-1.3	3	5	100	102	7	16
